PGC1a acetyl inh: inhibitors of PGC1a acetylation signal, primary screen, cell-based, U2OS, AlphaScreen, inhibitor mode. inhibition, % at 15.6 µM. 350,000 tested, 0.17% active. AlphaScreen anti-acetyl-lysine; with virally co-expressed GCN5 acetyltransferase. AID 651687, 2012;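 active = every replicate shows inhibition of at least 40%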;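 note: 0% = neutral control wells and 100% = positive control wells; some results beyond the cut were filed as inactive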
LGR2 inh: inhibitors of bursicon-induced LGR2 CRE-luciferase signal, primary screen, cell-based, HEK293, CRE-luciferase reporter, bursicon stimulation | Drosophila bursicon receptor LGR2 (rickets) | bursicon-stimulated, 4 h | inhibition, % at 9.99 µM | 380,000 tested, 0.35% active;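 active = drop in luminescence signal, shown as inhibition above about 50% in the replicate tests, limit read from the data, passing the limit was not always enough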;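 note: agonist challenge used bursicon conditioned medium at about half maximal strength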
ARNT-TACC3 inh: disruptors of ARNT/TACC3 protein interaction, primary screen, biochemical, AlphaScreen, single concentration; Transforming acidic coiled-coil-containing protein 3 (Homo sapiens), Q9Y6A5; AlphaScreen His-ARNT PAS-B/GST-TACC3 binding, luminescence; TACC3 fragment carries E629A point mutation; inhibition, % at 9.99 µM; 390,000 tested, 0.66% active;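 active = mean inhibition of replicates at least 50% and at least half of replicates each reaching 50%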;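 note: 0% = complete ARNT plus TACC3 wells and 100% = ARNT alone without TACC3; many hits fall short of the cut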
Cneo AK release: Cryptococcus neoformans cell lysis inducers, primary screen, AK release luminescence, single concentration; C. neoformans lysis, adenylate kinase release luminescence, 4 h; normalised: neutral wells 0, clomiphene wells 100; 360,000 tested, 0.2% active; lysis activity, % at 15 µM;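 active = mean lysis activity across replicates of at least 80%, whatever share of replicates individually reach that level; inactive = mean lysis activity below 80%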
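Assay system: C. neoformans cells. Amount: yeast cell density of 5 × 10^6 cells/mL. Technique: AK luminescence. Buffer or medium: YPD. Times: static 4 h at 37 °C with compound, 1 h detection. Dosing: single-point compound dose. Read-out: lysis from increased AK signal.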
PglD inh: C. jejuni PglD acetyltransferase inhibitors, primary screen, biochemical, DTNB colorimetric, single point. UDP-N-acetylbacillosamine N-acetyltransferase PglD (Campylobacter jejuni). purified PglD enzyme, DTNB colorimetric CoA detection. inhibition, % at 12.5 µM. 360,000 tested, 0.098% active; in the data active = inhibition above about 16%, passing the limit was not always enough; note: strong numbers were not always called active
GSIS activator: GLuc luminescence reporter in INS-1E cells, primary screen for activators of glucose-dependent secretion of insulin | AID 743287, 2014 | 370,000 tested, 0.61% active | INS-1E GLuc reporter insulin secretion, 2-3 h | activation, % at 16.6 µM;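 active = lowest replicate activation of at least 40%, so every replicate reaches that level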;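 note: 0% = median of neutral control wells and 100% = median of IBMX positive control wells; some compounds called inactive have numbers as strong as hits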
C2C12 statin: suppressors of statin myotoxicity in C2C12 myotubes, primary screen, cell-based, single point, plate reader; C2C12 myotubes + simvastatin, ATP luminescence, 48 h; scaled: DMSO 0, geranylgeraniol control 100; AID 602340, 2012; 330,000 tested, 0.78% active; rescue of ATP level, % at 7.49 µM;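 active = mean ATP rescue above about 67%, or every replicate alone reaching that limit, limit read from the data, passing the limit was not always enough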;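 note: myotubes were challenged with 10 µM simvastatin during compound exposure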
PAX8 inh HTS: inhibitors of PAX8-driven TPO luciferase reporter, primary screen, RMG-I cells, single concentration; SteadyGlo, 24 h; inhibition, % at 12.6 µM; 360,000 tested, 1.2% active;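 active = mean replicate inhibition at least 60% with every replicate also reaching 60%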;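 note: luciferase light reporting Pax8 driven TPO promoter activity; plate controls were median of neutral control wells for no effect and mitoxantrone controls for full effect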
* marks the source's active call; other numbers are inactive results; · = not tested or not shown.

The line under a structure holds: PGC1a acetyl inh | LGR2 inh | ARNT-TACC3 inh | Cneo AK release | PglD inh | GSIS activator | C2C12 statin | PAX8 inh HTS
- O=C(N[C@@H]1CC[C@H](CC(=O)N2CCN(c3ccccc3)CC2)O[C@@H]1CO)c1ccncc1
  -2.2 | 13.1 | -2.9 | 1.7 | 0.2 | 10.8 | -4.8 | -1.0
- COC(=O)Nc1ccc([N+](=O)[O-])cc1OC
  3.4 | 18.0 | -1.0 | · | · | 1.3 | · | -6.2
- O=C(c1ccc2nsnc2c1)N1CCN(c2ccc([N+](=O)[O-])cc2)CC1
  -6.4 | -9.9 | 1.6 | -1.4 | -9.1 | 13.8 | 4.5 | 23.8
- CC1(C(=O)N2CCN(C(=O)c3ccco3)CC2)CC1(Br)Br (stereo unspecified)
  · | 6.8 | -21.7 | 7.3 | -1.5 | 13.1 | -7.4 | 4.8
- OC[C@@H]1[C@H](c2ccc(-c3ccc(F)cc3)cc2)[C@@H]2CN(Cc3ccccn3)CCCCN12
  1.5 | -4.3 | 21.0 | -0.8 | -0.2 | 9.3 | · | 0.3
- Cc1ccccc1NS(=O)(=O)c1ccc(C(=O)N2CCCCCC2)cc1
  · | 10.0 | · | 1.0 | -1.8 | -8.0 | -8.4 | 0.9
- CCOCc1cnc(C)nc1NCC(=O)c1c(C)[nH]c2ccccc12
  3.1 | · | -8.7 | 0.1 | -1.7 | · | 9.4 | ·
- Cc1noc(C)c1S(=O)(=O)N1CCC(C(=O)N2CCC(N3CCCCC3)CC2)CC1
  0.1 | -15.5 | -1.6 | 2.0 | 3.9 | 2.9 | 9.5 | -9.0
- O=C(CSc1nc2ccccc2c(=O)n1-c1ccccc1F)Nc1ccc2c(c1)CCC2
  1.5 | 35.2 | -0.1 | 0.9 | -3.1 | -2.4 | · | 28.5
- Cc1ccc(-c2nc(CSc3nc4ccccc4c(=O)n3C)cs2)cc1
  5.8 | · | -3.7 | -0.3 | 1.8 | · | 0.2 | -1.8
- CCCNC(=O)c1cc2c(c(-c3cccc(-c4cccc(OC)c4)c3)n1)[C@@H](CCO)N([S@](=O)C(C)(C)C)C2
  -26.1 | -10.2 | 12.2 | -5.7 | -4.2 | -5.2 | -18.4 | 20.1
- COc1ccc(-c2nnc(SCC(=O)c3ccc(C)o3)o2)cc1
  0.1 | -20.9 | 4.5 | -4.4 | -1.9 | 26.1 | 55.3 | ·
- COc1cc(C2c3c(oc4ccccc4c3=O)C(=O)N2Cc2ccco2)ccc1O (stereo unspecified)
  3.7 | · | -1.8 | 0.9 | 19.4 | · | 0.3 | ·
- COCCNC(=O)C[C@H]1CC[C@H]2[C@@H](COC[C@H](O)CN2C(=O)Nc2ccc3c(c2)OCO3)O1
  -2.5 | 3.3 | -10.0 | -0.5 | -7.3 | -1.8 | 6.0 | -24.1
- O=C(NCc1ccc2c(c1)OCO2)c1nc(Cn2cc([N+](=O)[O-])cn2)no1
  12.8 | -2.1 | -6.6 | 2.2 | -1.2 | 0.2 | -1.1 | -4.0

Structural class, the compounds so far containing sulfur.
The line under a structure holds: PGC1a acetyl inh | LGR2 inh | ARNT-TACC3 inh | Cneo AK release | PglD inh | GSIS activator | C2C12 statin | PAX8 inh HTS
- O=C(c1ccc2nsnc2c1)N1CCN(c2ccc([N+](=O)[O-])cc2)CC1
  -6.4 | -9.9 | 1.6 | -1.4 | -9.1 | 13.8 | 4.5 | 23.8
- Cc1ccccc1NS(=O)(=O)c1ccc(C(=O)N2CCCCCC2)cc1
  · | 10.0 | · | 1.0 | -1.8 | -8.0 | -8.4 | 0.9
- Cc1noc(C)c1S(=O)(=O)N1CCC(C(=O)N2CCC(N3CCCCC3)CC2)CC1
  0.1 | -15.5 | -1.6 | 2.0 | 3.9 | 2.9 | 9.5 | -9.0
- O=C(CSc1nc2ccccc2c(=O)n1-c1ccccc1F)Nc1ccc2c(c1)CCC2
  1.5 | 35.2 | -0.1 | 0.9 | -3.1 | -2.4 | · | 28.5
- Cc1ccc(-c2nc(CSc3nc4ccccc4c(=O)n3C)cs2)cc1
  5.8 | · | -3.7 | -0.3 | 1.8 | · | 0.2 | -1.8
- CCCNC(=O)c1cc2c(c(-c3cccc(-c4cccc(OC)c4)c3)n1)[C@@H](CCO)N([S@](=O)C(C)(C)C)C2
  -26.1 | -10.2 | 12.2 | -5.7 | -4.2 | -5.2 | -18.4 | 20.1
- COc1ccc(-c2nnc(SCC(=O)c3ccc(C)o3)o2)cc1
  0.1 | -20.9 | 4.5 | -4.4 | -1.9 | 26.1 | 55.3 | ·

(next part)
The line under a structure holds: PGC1a acetyl inh | LGR2 inh | ARNT-TACC3 inh | Cneo AK release | PglD inh | GSIS activator | C2C12 statin | PAX8 inh HTS
- COc1ccc(CNc2nc3nc(C)c(Cl)c(C)n3n2)cc1
  7.7 | -37.4 | -8.4 | 0.3 | -0.4 | 6.2 | · | -41.5
- O=C(NC1CCCc2ccccc21)c1cn2ccccc2n1 (stereo unspecified)
  8.8 | -21.2 | 1.2 | · | · | 0.0 | · | 12.6
- CSc1cc(-c2ccco2)oc1C(=O)c1ccco1
  1.2 | -4.0 | 12.0 | -2.1 | -0.7 | 16.1 | · | -4.4
- CC(C)NC(=O)N[C@@H]1CC[C@H](CCNC(=O)C2CCOCC2)O[C@H]1CO
  -12.2 | -11.3 | -5.4 | 1.3 | -0.5 | -4.5 | -2.9 | -14.2
- COc1ccc(/C=N/N2CCOCC2)cc1Cn1nc(C)c([N+](=O)[O-])c1C
  -7.8 | -11.7 | 2.5 | · | · | · | · | 11.6
- COc1ccc(/C=C2\CCC/C(=C\c3ccc(OC)c(OC)c3OC)C2=O)c(OC)c1OC
  1.5 | 17.2 | 20.0 | 1.4 | -7.8 | -11.4 | -15.6 | 12.9
- COc1cc(OC)c(OC)cc1CNCc1ccc2c(c1)OCO2
  14.8 | 7.6 | -0.9 | 8.9 | -0.6 | -1.8 | 0.1 | -51.6
- COc1ccccc1/C=C/C=N/NC(=O)c1cnccn1
  · | -78.4 | 0.5 | · | · | -1.5 | · | -48.8
- COc1ccc(Br)cc1C1NC(=O)NC(C)=C1C(=O)N(C)C (stereo unspecified)
  · | · | -1.0 | -2.7 | 4.5 | · | 9.8 | 1.4
- CC(C)(C)OC(=O)N1CCC(Cc2cc(-c3cccnc3)no2)(C(=O)O)CC1
  -3.3 | -2.9 | -0.2 | -0.4 | 0.9 | -2.8 | -3.8 | -14.0
- Cc1cc(C(=O)CSc2nnc(-c3ccc(Cl)cc3)n2C)c(C)n1CC1CCCO1 (stereo unspecified)
  -9.3 | 6.2 | -7.5 | 2.6 | -5.8 | 10.3 | -2.0 | ·
- Cc1cccc(C(=O)NC(C(=O)Nc2ccccc2N2CCOCC2)C(C)C)c1 (stereo unspecified)
  · | -4.2 | 11.8 | -1.6 | 3.1 | 7.2 | 2.8 | -10.7
- O=C1CSC(c2cccnc2)N1Cc1ccc(Cl)c(Cl)c1 (stereo unspecified)
  · | -0.4 | 5.3 | · | · | 7.4 | · | 23.1
- CCOC(=O)C1=C(CC)Nc2ccccc2N=C1NC(=O)c1cccc(S(=O)(=O)N2CCOCC2)c1
  -1.7 | 5.3 | 5.5 | -1.5 | 5.3 | · | -29.2 | -11.9
- COc1ccccc1NC(=O)CSc1n[nH]c(Cc2ccccc2)n1
  0.2 | 22.2 | 1.8 | -0.2 | 1.0 | 43.4* | -6.0 | -5.5
- Cc1nn(-c2ccc(Cl)cc2Cl)c(C)c1C(=O)O
  -2.3 | -31.7 | -6.3 | -1.7 | -2.8 | 10.9 | 3.2 | 10.2
- O=C(CCn1c(=O)sc2ccccc21)NCCN1CCOCC1
  · | -1.7 | -0.8 | 1.1 | 4.1 | 33.8 | 1.8 | 1.5
- C[C@@H]1CN([C@H](C)CO)C(=O)c2cc(-c3cccc(F)c3)cnc2O[C@H]1CN(C)CC1CCOCC1
  -4.5 | -7.2 | 1.9 | -1.3 | -4.5 | 6.3 | 1.0 | -15.2
- Cc1ccc(C)c(C2=NNC(=O)CC2)c1
  · | -7.4 | -0.7 | · | · | 16.2 | · | 5.6
- O=C(O)C1C2C=CC(C2)C1C(=O)NCCCN1CCCC1=O (stereo unspecified)
  4.8 | 5.8 | -21.5 | 5.7 | 1.0 | 12.4 | · | -6.5
- CCNS(=O)(=O)c1ccc(CCC(=O)NCc2ccc3c(c2)OCO3)cc1
  -0.6 | 1.7 | 2.5 | -0.9 | -4.1 | 0.5 | 10.0 | -21.6
- C[C@@H]1CN([C@@H](C)CO)C(=O)c2cc(N(C)C)ccc2O[C@H]1CN(C)S(=O)(=O)c1ccc(F)cc1
  9.5 | 14.4 | -2.4 | 45.4 | -1.3 | -2.4 | 10.8 | 0.8
- CO[C@@H](CN(C)C(=O)c1cnccn1)[C@@H](C)CN([C@H](C)CO)S(=O)(=O)c1ccc(C)cc1
  0.6 | -15.3 | -2.2 | -1.1 | -0.2 | -0.7 | -10.7 | ·
- NC(Cc1ccc(C(F)(F)F)cc1)c1csc(Nc2ncccn2)n1 (stereo unspecified)
  · | -15.1 | · | -0.4 | -2.4 | · | · | 1.2
- Nc1cc(C(=O)N2CCN(c3cccc(Cl)c3)CC2)ccc1N1CC2CC(C1)c1cccc(=O)n1C2 (stereo unspecified)
  -5.1 | -18.8 | · | 1.7 | · | · | -0.9 | 11.5
- CC(C)NC(=O)CCc1nc2cccnc2n1-c1ccccc1
  · | -3.3 | -5.9 | 0.7 | -1.7 | 11.1 | 17.2 | 1.7
- CCOc1cc(NC(=S)NCC2CCCO2)c(OCC)cc1NC(=O)c1cccc(C)c1 (stereo unspecified)
  -37.3 | · | -35.5 | 0.7 | 9.5 | · | -9.3 | 12.7
- COc1cc2c(cc1OC)C(SC)=NC(C)(C)C2
  -1.1 | 0.1 | -1.9 | · | · | 32.6 | -18.4 | ·
- C[C@@H]1CN([C@@H](C)CO)C(=O)c2cccc(NS(=O)(=O)c3cccs3)c2O[C@@H]1CN(C)S(=O)(=O)c1ccc(F)cc1
  15.1 | -4.2 | -3.1 | -9.6 | -0.6 | 3.3 | 50.1 | -5.8
- CC(=O)Nc1ccc(S(=O)(=O)N2CCN(C(=O)N3CCCCCC3)CC2)cc1
  0.6 | 6.0 | 2.5 | 0.6 | 4.0 | -4.5 | · | ·
- C[n+]1ccc(/C=C/c2cccs2)cc1
  5.5 | -6.5 | -0.8 | -2.4 | -9.6 | -1.2 | 8.0 | -1.7
- COCC(C)NC(=O)C1CC(=O)N(c2ccc(C)cc2)C1 (stereo unspecified)
  · | · | -5.5 | -1.8 | -3.8 | · | 7.7 | ·
- CC(=O)Nc1ccc(CN2CCN(Cc3ccc(C)cc3)C(CCO)C2)cc1 (stereo unspecified)
  -1.6 | 10.2 | 0.9 | · | · | -6.2 | · | 5.8
- C=CCC1(CC=C)CCCN1C(=O)c1cc(COc2ccc(F)c(F)c2)on1
  -7.7 | 6.0 | -18.9 | -1.7 | 3.6 | -39.5 | -8.9 | 6.4
- CC1(C)C(=O)C2(CCCCC2)C(=O)OC1c1ccc(O)cc1 (stereo unspecified)
  -42.4 | 5.5 | -3.4 | 2.2 | 0.8 | -1.9 | 28.1 | ·
- CC(C)c1ccc2c(c1)C(=O)NC(C)(C)C2
  1.2 | -2.8 | -1.6 | 1.1 | -2.4 | -7.3 | -2.0 | -40.4
- O=S(=O)(c1ccccc1)N1CCCCN2[C@H](C1)[C@@H](c1ccc(-c3ccccc3)cc1)[C@@H]2CO
  2.8 | -0.8 | -4.1 | -0.9 | -7.3 | -7.2 | -9.1 | 5.6
